High-throughput results (PubChem)
LRH-1 inv ag: NR5A2 inverse agonism in reporter assay. O00482. HEK293T StAR-luciferase reporter, LRH-1 transfected, 24 h. inhibition, % at 3.6 µM. 0.13% of 360,000 active. AID 602396;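 active = inhibition above the mean inhibition of all tested compounds plus 3 SD, cut at about 73% in these data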;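 also: 0% = DMSO wells and 100% = reporter-only cells lacking LRH-1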
TLR9-MyD88 inh: blocks human TLR9 binding to MyD88. AID 504734. CHO BLA complementation TLR9-MyD88, CCF4 FRET ratio. 0.21% of 340,000 active. Q9NR96+Q99836. inhibition, % at 4.98 µM;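 active = inhibition above the mean over all tested compounds plus 3 SD, cut at about 21% in these data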;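 also: 0% = DMSO only wells and 100% = clavulanate BLA inhibitor control wells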
MC4R barr agon: agonists of human melanocortin 4 receptor (MC4R) beta-arrestin; AID 540308; 0.98% of 360,000 active; activation, % at 8.9 µM; U2OS MC4R beta-arrestin complementation, luminescence; percent of melanotan II response, DMSO zero; P32245;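 active = activation above a per-plate cutoff, the mean activation of sample wells on that plate plus 3 SD, cut at about 8% in these data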
Target sequence (P32245 whole entry, looked up): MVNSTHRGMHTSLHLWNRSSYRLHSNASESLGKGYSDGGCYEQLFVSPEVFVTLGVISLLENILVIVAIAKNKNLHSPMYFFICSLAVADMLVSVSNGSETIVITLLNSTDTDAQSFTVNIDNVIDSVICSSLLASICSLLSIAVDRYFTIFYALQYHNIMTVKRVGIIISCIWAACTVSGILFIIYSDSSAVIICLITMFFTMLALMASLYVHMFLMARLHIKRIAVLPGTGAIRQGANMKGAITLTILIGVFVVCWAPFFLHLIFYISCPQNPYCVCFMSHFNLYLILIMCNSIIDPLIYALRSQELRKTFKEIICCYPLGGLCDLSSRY
LMP1 NFkB inh: reduces LMP1-driven NF-kappaB luciferase signal. LMP1-induced NF-kappaB luciferase reporter cells, luminescence. AID 504558. inhibition, % at 12.5 µM. 0.69% of 350,000 active; in the data active = inhibition above about 41%;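 also: 0% = neutral control wells and 100% = reference inhibitor control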
NR2F2 inh: NR2F2 (human) inhibition, primary screen; P24468; HEK293T NGFI-A luciferase reporter, luminescence; inhibition, % at 8.6 µM; 0.7% of 370,000 active; AID 686940;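 active = inhibition above a per-plate cutoff, mean inhibition of test wells between control levels plus 3 SD, cut at about 38% in these data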;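 also: cells cotransfected with COUP-TFII expression vector driving the NGFI-A reporter; 0% = median of COUP-TF2 test wells and 100% = reporter-only cells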
MC4R antagonist: antagonists of human melanocortin 4 receptor (MC4R); P32245; MC4R-expressing cells, MTII-stimulated cAMP, LANCE TR-FRET; inhibition, % at 6.5 µM; 0.48% of 360,000 active; AID 540295;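 active = inhibition above its plate's cutoff, the mean of tested wells on that plate plus 3 SD, cut at about 29% in these data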;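 also: 0% = Melanotan II alone and 100% = Melanotan II plus saturating MCL0020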
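Material – human MC4R-expressing U2OS cells · Repeats – no replicates · Detection – TR-FRET with Eu-cAMP and labeled anti-cAMP, 671 nm · Times – compound 30 min, challenge 1 h, detection 1 h · Compound – single nominal compound dose of 6.5 µM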
ABHD5-PLIN5 inh: blocks binding of human ABHD5 to perilipin-5; Split G. princeps luciferase complementation, luminescence, 4 h; inhibition, % at 4 µM; 0.78% of 360,000 active; AID 602281;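 active = inhibition above the mean inhibition across every tested compound plus 3 SD, cut at about 22% in these data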;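 also: 0% = DMSO only wells and the 100% control is not disclosed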
SRC1 inh: human NCOA1 inhibition | Q15788 | HEK293 GAL4-SRC1 luciferase reporter, luminescence | inhibition, % at 3.6 µM | 0.12% of 360,000 active | AID 588354;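 active = inhibition above the campaign mean plus 3 SD, with each screening campaign given its own cutoff, cut at about 60% in these data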;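 also: 0% = DMSO treated cells and 100% = gossypol at 36 µM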
SRC2 inh: human SRC2 (NCOA2) inhibition | HEK293 GAL4-SRC2 luciferase reporter, luminescence | inhibition, % at 9 µM | 0.17% of 370,000 active | AID 651957;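 active = inhibition above the mean inhibition of all tested compounds plus 3 SD, set per campaign, cut at about 52% in these data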;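 also: 0% = DMSO treated cells and 100% = cells given Gossypol at 36 µM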
NOD2 RIPK2 PPI: blocks binding of human NOD2 to RIPK2 | O43353 | CHO BLA complementation NOD2-RIPK2, CCF4 ratio | inhibition, % at 4.98 µM | 0.38% of 360,000 active | AID 624267; in the data active = inhibition above about 21%;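 also: 0% = vehicle only and 100% = reference blocker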
Target sequence (O43353 whole entry, looked up): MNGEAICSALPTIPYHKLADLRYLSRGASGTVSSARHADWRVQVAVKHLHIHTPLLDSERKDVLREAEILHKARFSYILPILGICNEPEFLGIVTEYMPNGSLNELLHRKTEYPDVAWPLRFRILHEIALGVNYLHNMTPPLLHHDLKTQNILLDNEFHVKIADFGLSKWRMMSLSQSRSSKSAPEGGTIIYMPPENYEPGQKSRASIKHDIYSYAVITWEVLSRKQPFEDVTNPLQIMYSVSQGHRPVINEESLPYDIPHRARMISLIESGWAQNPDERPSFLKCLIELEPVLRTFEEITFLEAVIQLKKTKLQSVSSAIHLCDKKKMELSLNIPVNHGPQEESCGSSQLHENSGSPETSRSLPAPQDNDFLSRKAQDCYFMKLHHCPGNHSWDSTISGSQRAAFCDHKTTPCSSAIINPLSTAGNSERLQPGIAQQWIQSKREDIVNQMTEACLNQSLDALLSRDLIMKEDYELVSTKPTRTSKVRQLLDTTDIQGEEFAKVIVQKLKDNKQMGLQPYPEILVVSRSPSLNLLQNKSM
SRC3 inh: inhibits human SRC3 coactivator; HEK293 GAL4-SRC3 luciferase reporter, luminescence; inhibition, % at 3.6 µM; 0.17% of 360,000 active; AID 588352;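 active = inhibition above a per-campaign cutoff, the mean of all compounds plus 3 SD, cut at about 60% in these data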;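 also: 0% = DMSO-treated cells and 100% = gossypol-treated cells at 36 µM; higher means less SRC3-driven luciferase light from the GAL4 reporter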
* hit, by the source's call; · = not tested or not shown. Not all compounds are listed; rates above refer to the full screens.

SRC3 inh	NR2F2 inh	NOD2 RIPK2 PPI	MC4R barr agon	SRC1 inh	ABHD5-PLIN5 inh	MC4R antagonist	LRH-1 inv ag	TLR9-MyD88 inh	SRC2 inh	LMP1 NFkB inh	structure
-3.9	5.2	-1.6	-2.8	-2.3	0.4	-5.6	0.2	7.9	-18.6	1.6	COc1ccc(CN2C(=NC(=O)C3CCCCC3)SC3CS(=O)(=O)CC32)cc1 (stereo unspecified)
-1.5	3.0	1.5	-0.3	3.0	5.5	-2.5	0.1	2.4	13.9	10.3	S=C1NC[C@H](CC2CCCCC2)N1CC1CCCCC1
-7.3	-21.9	3.6	-0.1	-22.1	0.3	-11.0	34.7	-6.1	-35.1	-5.5	COc1ccc2cc(C(N)=O)/c(=N/NC(=O)c3ccco3)oc2c1
-2.0	17.6	-7.5	0.5	0.4	1.0	6.4	4.6	1.0	-2.7	-2.1	Cc1ccc(N2CCN(S(=O)(=O)c3ccc4c(c3)NC(=O)C(C)C(=O)N4)CC2C)cc1 (stereo unspecified)
2.4	1.2	-7.1	-0.5	7.3	7.3	4.5	5.0	8.0	-11.8	2.0	O=C(COc1ccc(Cl)cc1Cl)NCC1(N2CCOCC2)CCCCC1
1.8	-29.1	2.8	-1.8	2.1	-9.6	12.7	-10.2	-5.4	-9.1	-7.0	COc1cccc(NC(=O)CN(C)C(=O)c2ccc3[nH]c4c(c3c2)CC(C)CC4)c1 (stereo unspecified)
-19.3	-5.9	-6.2	1.6	-35.8	-1.5	6.3	-16.6	-1.6	-7.3	-32.3	N#Cc1cc2c(nc1SCC(=O)Nc1sc3c(c1C#N)CCC3)CCC2
1.3	12.7	-3.5	0.7	-3.0	-0.7	1.3	8.6	-0.2	-30.9	4.7	O=C(N/N=C/c1cn(CCOc2ccccc2)c2ccccc12)c1ccncc1
·	-23.4	-17.5	·	·	6.7	·	-21.3	·	-14.2	·	CC1(C(=O)Nc2ccc3c(c2)OCCO3)CSCC(=O)N1Cc1ccco1 (stereo unspecified)
-8.9	10.6	-4.0	-1.5	-6.0	-4.6	-6.2	2.4	-13.1	-1.2	-11.5	CCCCOC(=O)CCCc1ccc([N+](=O)[O-])cc1[N+](=O)[O-]
-14.0	0.5	-15.1	1.0	-17.1	-5.4	0.9	-2.3	·	-15.3	·	CCNC(=O)C1(C)CCN(Cc2noc(-c3c(C)noc3C)n2)C1 (stereo unspecified)
20.4	13.1	-6.3	-2.0	-60.7	-4.8	3.6	-5.9	1.6	3.0	4.9	CC(=C/c1ccccc1)/C=N/Nc1nc(N2CCOCC2)nc(N2CCOCC2)n1
5.1	-4.0	-7.3	-3.5	10.7	-1.5	9.3	6.3	3.7	23.5	-5.5	COc1ccc(/C=C/C(=O)O)cc1S(=O)(=O)N1CCc2ccccc2C1
11.8	-8.2	-6.7	-0.1	4.9	1.1	3.6	-4.8	-0.7	10.3	-1.1	CN(CCc1ccccn1)c1ccc([N+](=O)[O-])cn1
-9.3	10.2	-4.5	-3.3	-29.7	-5.2	6.6	-13.3	3.4	0.3	-3.4	O=C(c1cn(Cc2ccccc2)nc1-c1cccnc1)N1CCN(Cc2c(F)cccc2Cl)CC1
·	7.9	-5.4	·	·	-0.3	·	-7.5	·	-24.4	·	O=S1(=O)N[C@H](Cc2ccccc2)COc2cc(N3CC[C@H](O)C3)ccc21
-5.4	-5.5	6.2	-0.8	13.6	11.1	1.6	22.5	-11.3	-10.8	1.3	CCN(CC)C(=O)CSc1nc2c(sc(=S)n2-c2ccc(C)cc2C)c(=O)[nH]1
12.3	-2.9	2.8	0.0	18.7	4.8	12.2	12.8	1.6	1.7	-4.0	O=C(CNC(=S)N(Cc1ccccc1)Cc1cccs1)NCc1ccc(F)cc1
9.0	-6.7	-6.5	-0.1	2.8	8.9	17.3	-5.7	0.1	16.5	-5.8	CCC(COC)NC(=O)CCc1nnc(Cc2c[nH]c3ccccc23)o1 (stereo unspecified)
-1.6	3.1	2.8	-1.0	-4.6	-2.8	8.5	-11.8	-4.3	9.6	6.0	CCCc1ncc(C(O)(c2ccccc2)c2ccc(C)cc2)n1C (stereo unspecified)
-33.7	0.1	-14.9	-1.3	-15.7	2.1	-1.8	-9.2	-0.3	18.6	-8.6	O=C(O)c1ccc(S(=O)(=O)NCC2CCCO2)cc1 (stereo unspecified)
10.9	13.2	-5.7	-0.7	5.7	-1.0	13.2	28.8	-5.4	4.0	7.3	CCOC(=O)c1nc(N2CCN(C(=O)OCC)CC2)c2c3c(sc2n1)CCCC3
22.1	2.6	-7.4	-1.5	-17.1	2.2	2.6	-6.7	1.5	-6.8	24.4	Cc1noc(C)c1S(=O)(=O)Nc1ccc2c(c1)C(=O)N([C@H](C)CO)C[C@H](C)[C@@H](CN(C)S(=O)(=O)c1ccc(F)cc1)O2
18.5	-10.2	3.8	0.5	16.9	2.6	0.4	9.2	-10.8	24.5	6.0	COC(=O)C[C@H]1C[C@H]2c3cc(NC(=O)C4CCOCC4)ccc3O[C@H]2[C@@H](CO)O1
15.9	19.1	12.9	-0.1	3.5	-0.8	2.6	-2.3	-3.1	-14.1	-2.1	Cc1cccc(N(Cc2cc3ccccc3[nH]c2=O)C(=O)c2cccs2)c1

The closing two entries of the part before come first, to join the parts:
SRC3 inh	NR2F2 inh	NOD2 RIPK2 PPI	MC4R barr agon	SRC1 inh	ABHD5-PLIN5 inh	MC4R antagonist	LRH-1 inv ag	TLR9-MyD88 inh	SRC2 inh	LMP1 NFkB inh	structure
18.5	-10.2	3.8	0.5	16.9	2.6	0.4	9.2	-10.8	24.5	6.0	COC(=O)C[C@H]1C[C@H]2c3cc(NC(=O)C4CCOCC4)ccc3O[C@H]2[C@@H](CO)O1
15.9	19.1	12.9	-0.1	3.5	-0.8	2.6	-2.3	-3.1	-14.1	-2.1	Cc1cccc(N(Cc2cc3ccccc3[nH]c2=O)C(=O)c2cccs2)c1
-8.8	-1.3	0.6	-1.6	14.0	3.1	1.3	-17.0	2.4	-5.5	5.9	N#Cc1ccc(C(=O)NCC(c2ccco2)N2CCCCC2)cc1 (stereo unspecified)
6.1	-23.1	3.1	0.3	1.3	-9.6	6.5	4.0	-1.4	4.2	-6.5	C=C1CCN([C@@H](CC(C)C)C(=O)NCCC(C)C)S(=O)(=O)c2ccccc21
5.3	-1.2	-5.2	-0.4	-10.9	0.4	-2.8	2.5	-0.5	-25.8	3.5	CN(c1ccccc1)c1nccc(=O)[nH]1
2.1	-5.2	-6.4	0.2	-33.8	5.7	1.3	-1.5	0.5	1.1	3.5	CC1(C)CC(=O)C(C(=S)Nc2ccccc2)=C(NC2CC(C)(C)NC(C)(C)C2)C1
9.8	-1.0	-3.1	-3.6	-1.1	-4.8	-4.8	0.5	5.0	-26.7	5.5	CC(=O)NCc1cc(-c2ccc(Cl)cc2)no1
-1.8	-5.8	-2.8	-0.2	-2.6	-9.0	4.3	-2.9	-8.9	-22.5	3.7	Cc1[nH]n(-c2ccccc2)c(=O)c1-c1ccc(Cl)cc1
-0.5	20.6	4.4	-2.3	3.0	-7.1	15.4	-2.3	·	10.0	·	Cn1c(=O)c2cc(NC(=O)CCc3cccnc3)ccc2n1Cc1ccc(F)cc1
4.1	15.0	-5.1	-3.2	-14.0	-7.6	-1.9	-0.3	4.5	-11.1	-0.5	COc1ccc(N(CC(=O)N/N=C/c2ccc(-c3ccc([N+](=O)[O-])cc3)o2)S(=O)(=O)c2ccc(C)cc2)cc1
-2.4	-29.8	-14.8	0.1	11.0	2.7	15.0	-22.0	4.1	5.7	0.0	CC1CCC(N2CCN(c3ncccn3)CC2)CC1 (stereo unspecified)
11.3	2.7	-13.9	-1.4	-5.1	-3.2	-5.9	1.4	-4.8	17.0	10.8	CN1CCN(Cc2cc(Cl)c3cccnc3c2OC(=O)c2cccs2)CC1
10.4	2.2	-7.5	0.8	-4.2	-0.7	2.0	19.0	-7.4	19.1	1.4	CCOC(=O)/C=C1\CN(Cc2ccc(OC)cc2)S(=O)(=O)c2ccccc21
6.1	17.5	-6.5	-0.8	7.7	3.6	7.4	-6.5	-1.9	11.9	6.0	CC(C)NC(=O)Nc1ccc2c(c1)C(=O)N([C@H](C)CO)C[C@H](C)[C@@H](CN(C)C(=O)Nc1ccc(C(F)(F)F)cc1)O2
-3.5	3.9	-5.1	-1.1	17.2	5.0	19.1	9.3	·	4.8	·	CCc1nc2ccc(C(=O)NCCCn3ccnc3)cn2c1N(C)Cc1ccc(Cl)cc1
-14.5	-13.1	6.5	0.7	-28.6	8.0	11.3	5.4	8.1	-3.8	-2.1	O=C(NCCCN=C1NS(=O)(=O)c2ccccc21)c1ccccc1Cl
-6.1	-1.9	-3.1	-3.0	-3.2	-0.5	10.5	6.9	-8.7	-22.8	6.9	O=C(CSc1ccc(-c2ccccn2)nn1)c1ccc(F)cc1
8.1	-1.2	-4.1	-1.3	-7.3	2.1	3.0	8.2	4.2	-7.1	12.1	Cc1ccccc1CCN(C(=O)Cn1nnc2ccccc21)C(C(=O)NCC1CCCO1)c1nc2ccccc2n1C (stereo unspecified)
3.9	1.7	-3.6	0.5	10.0	-5.4	6.2	-3.1	-0.1	-2.4	1.8	COC(=O)C1=C(N)c2ccccc2C1(C#N)c1ccccc1 (stereo unspecified)
-24.3	-30.8	-1.0	-2.1	-66.2	-4.0	-0.8	12.2	-9.2	-32.3	-13.7	N=C1/C(=C/c2ccc(OCc3ccccc3)cc2)C(=O)N=C2SC(CC(=O)N3CCOCC3)=NN12
